Bioassay records (PubChem)
CDK5 inh: CDK5/p35 (human) kinase inhibition | Recombinant CDK5/p35, ADP-Glo luminescence, 60 min | inhibition, % at 10 µM | actives 0.01% (n = 330,000) | AID 488839;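 active = highest replicate inhibition of at least 50% and at least 75% of replicates reaching 50%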;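 also: plate controls were DMSO neutral control for no effect and GW8510 at 10 µM for full effect; many of its hits are not listed in these tables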
Wnt bcat act: activators of Wnt/beta-catenin signaling | actives 1.2% (n = 300,000) | Wnt/beta-catenin reporter cell assay, activator, plate reader | AID 743398 | activation, % at 9.35 µM; in the data active = activation above about 30%, passing the limit was not always enough;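 also: 0% = neutral control wells and 100% = positive control wells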
PvdQ inh: P. aeruginosa PvdQ acylase inhibition; purified PvdQ acylase, fluorescence plate reader; actives 0.063% (n = 340,000); AID 488965; inhibition, % at 10 µM; in the data active = inhibition above about 30%, passing the limit was not always enough;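 also: 0% = vehicle neutral wells and 100% = reference inhibitor wells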
HTR5A inv ag: HTR5A inverse agonism, opioid heterodimer counter-screen | actives 0.083% (n = 340,000) | P47898 | HTR5A cell line, luminescence | inhibition, % at 9.3 µM; in the data active = inhibition mostly above about 23%, no sharp cut-off; inactive = mostly below about 18%;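 also: 0% = cells with DMSO and 100% = no-cell wells with DMSO; some compounds called inactive have numbers as strong as hits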
V-ATPase pH: regulators of yeast V-ATPase proton transport; S. cerevisiae, pHLuorin cytosolic pH fluorescence; response, % at 10 µM; AID 504577; actives 0.37% (n = 350,000); in the data active = response mostly above about 7.3%, no sharp cut-off; inactive = mostly below about 5.4%; also: actives read high; inactives centre near 0; some compounds called inactive have numbers as strong as hits; reference of the scale not given here
SR-BI HDL uptake: mouse SR-BI HDL lipid transfer inhibition | Q61009 | ldlA[mSR-BI] CHO cells, DiI-HDL uptake fluorescence, 3 h | inhibition, % at 12.5 µM | actives 0.96% (n = 320,000) | AID 488896;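 active = mean replicate inhibition of at least 70% and a set share of replicates each scoring 70 or more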;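 also: 0% = median of neutral control wells and 100% = median of positive control wells; values of inactives mirror those of a sister screen read the other way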
Target sequence (Q61009 whole entry, looked up): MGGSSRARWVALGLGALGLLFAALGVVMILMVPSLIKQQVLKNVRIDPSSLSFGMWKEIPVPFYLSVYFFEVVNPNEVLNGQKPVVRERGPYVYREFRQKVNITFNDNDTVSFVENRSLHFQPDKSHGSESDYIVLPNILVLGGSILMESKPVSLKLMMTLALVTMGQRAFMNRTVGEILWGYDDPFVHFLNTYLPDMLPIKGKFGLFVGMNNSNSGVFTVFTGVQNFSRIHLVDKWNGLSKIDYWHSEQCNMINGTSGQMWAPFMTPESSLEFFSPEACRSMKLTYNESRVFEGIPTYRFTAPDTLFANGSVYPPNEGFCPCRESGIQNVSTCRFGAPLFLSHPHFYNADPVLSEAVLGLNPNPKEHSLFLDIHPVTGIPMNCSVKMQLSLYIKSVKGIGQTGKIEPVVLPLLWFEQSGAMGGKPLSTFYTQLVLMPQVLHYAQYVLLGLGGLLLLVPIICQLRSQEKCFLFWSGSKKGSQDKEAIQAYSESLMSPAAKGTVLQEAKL
MITF act: activators of MITF-driven TRPM1 promoter activity in SK-MEL-5 cells; SK-MEL-5 TRPM1-promoter luciferase, 24 h; % of positive control, neutral wells = 0; activation, % at 12.5 µM; actives 0.75% (n = 300,000); AID 588334;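 active = mean activation of at least 80% with every replicate also reaching 80%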;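 also: 0% = neutral control wells and 100% = parthenolide positive control wells; values of inactives mirror those of a sister screen read the other way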
dFosB activator: mouse delta FosB homodimer activation. P13346. purified delta FosB, TAMRA-CDK5 oligo fluorescence polarization; percent of positive-control signal above neutral wells. actives 0.99% (n = 340,000). activation, % at 25 µM;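 active = mean activation above about 17%, with every replicate also reaching it, limit read from the data, passing the limit was not always enough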;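 also: fluorescence polarization rise as delta FosB binds a TAMRA Cdk5 AP-1 oligo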
Target sequence (P13346 whole entry, looked up): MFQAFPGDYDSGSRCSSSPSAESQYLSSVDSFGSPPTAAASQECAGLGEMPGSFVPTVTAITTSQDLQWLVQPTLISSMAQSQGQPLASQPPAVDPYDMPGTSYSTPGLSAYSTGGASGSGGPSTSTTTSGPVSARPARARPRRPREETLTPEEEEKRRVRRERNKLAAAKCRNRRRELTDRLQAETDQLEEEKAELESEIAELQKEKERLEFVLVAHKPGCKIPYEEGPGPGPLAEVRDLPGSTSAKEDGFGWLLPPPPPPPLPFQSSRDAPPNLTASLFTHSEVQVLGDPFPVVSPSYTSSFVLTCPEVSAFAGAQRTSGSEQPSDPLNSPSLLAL
HTR5A ag ctr: counter-screen for OPRM1-OPRD1 agonists: human HTR5A agonism | P47898 | HTR5A agonist assay, luminescence, cell-based | activation, % at 9.3 µM | actives 0.61% (n = 340,000) | AID 504692; in the data active = activation mostly above about 9.5%, no sharp cut-off; inactive = mostly below about 7.6%;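 also: 0% = cells with vehicle only and 100% = reference agonist; strong numbers were not always called active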
NSD2 inh: blocks human histone methyltransferase NSD2 | O96028 | NSD2 peptide methylation, AlphaScreen, 120 min | inhibition, % at 12.5 µM | actives 0.54% (n = 310,000) | AID 743445; in the data active = inhibition above about 50%
Numbers without * were called inactive; x = not tested or not shown.

SMILES	CDK5 inh	Wnt bcat act	PvdQ inh	HTR5A inv ag	V-ATPase pH	SR-BI HDL uptake	MITF act	dFosB activator	HTR5A ag ctr	NSD2 inh
O=C1CC(C2CCCO2)C(=O)N1c1ccccc1 (centres undefined)	-0.7	x	2.7	11.9	-1.6	0.4	-3.4	-2.5	3.5	-1.5
COc1ccc(C2C(C#N)=C(N)OC3=C2C(=O)CC(C)(C)C3)cc1Cn1nc(C)c([N+](=O)[O-])c1C (centres undefined)	-2.9	7.2	-9.1	16.7	0.8	-14.8	-4.8	-4.1	-1.9	0.5
Cc1ccc(C)c(OCc2cc(C(=O)N(C)Cc3nccn3C)no2)c1	-2.5	1.5	-9.5	-32.5	0.3	31.8	17.7	-5.8	8.9	2.1
COc1ccc(CN(C)C(=O)Cn2cc(C)c(=O)[nH]c2=O)cc1OC	-0.2	-2.1	-6.2	-6.2	0.0	-5.8	4.8	-4.5	1.6	x
COCCCNc1nc2c(c(=O)n(Cc3ccc(F)cc3)c(=O)n2C)n1C	-0.2	2.9	-11.0	1.3	3.0	6.5	-9.6	-8.4	-0.3	-1.2
Cc1ccc(C)c(N2CCN(S(=O)(=O)c3cc4c(cc3Cl)NC(=O)CO4)CC2)c1	-1.8	-0.4	-1.9	-11.7	0.0	9.9	x	12.0	-4.5	x
COc1ccccc1NC(=O)c1sc(Cl)nc1C	-0.3	0.8	-8.7	-2.9	-0.9	14.2	0.5	0.6	-3.2	-1.6
CCC(C)[C@H]1CNC(=O)C(=O)N1CCCc1cc(OC)c(OC)c(OC)c1 (some centres undefined)	-1.3	-0.1	-6.1	-8.7	3.0	-1.5	2.8	3.6	-3.4	x
Cc1ccc(C(=O)NCC(=O)OCCCn2c(=O)[nH]c3ccccc32)cc1	-0.1	1.3	-16.9	-4.8	1.1	-13.5	-7.4	5.0	1.6	-1.5
CC(=O)c1ccc(OCC(C)C)c(Cc2c(O)nc(N)[nH]c2=O)c1	-5.2	-3.3	-0.7	-8.8	-1.4	-11.7	-4.9	2.6	2.6	2.1

3 compounds drawn at random from those above, as already listed:
SMILES	CDK5 inh	Wnt bcat act	PvdQ inh	HTR5A inv ag	V-ATPase pH	SR-BI HDL uptake	MITF act	dFosB activator	HTR5A ag ctr	NSD2 inh
COc1ccc(CN(C)C(=O)Cn2cc(C)c(=O)[nH]c2=O)cc1OC	-0.2	-2.1	-6.2	-6.2	0.0	-5.8	4.8	-4.5	1.6	x
Cc1ccc(C(=O)NCC(=O)OCCCn2c(=O)[nH]c3ccccc32)cc1	-0.1	1.3	-16.9	-4.8	1.1	-13.5	-7.4	5.0	1.6	-1.5
CCC(C)[C@H]1CNC(=O)C(=O)N1CCCc1cc(OC)c(OC)c(OC)c1 (some centres undefined)	-1.3	-0.1	-6.1	-8.7	3.0	-1.5	2.8	3.6	-3.4	x

(cont.)
SMILES	CDK5 inh	Wnt bcat act	PvdQ inh	HTR5A inv ag	V-ATPase pH	SR-BI HDL uptake	MITF act	dFosB activator	HTR5A ag ctr	NSD2 inh
CCOC(=O)c1cnc2sccn2c1=O	0.2	-2.6	-10.7	-6.2	-2.4	-15.4	-2.8	-1.0	21.0*	-0.4
COc1ccc(-c2nnc(NC(=O)c3ccc(S(=O)(=O)N4CCc5ccccc5C4)cc3)o2)cc1	-1.5	x	-8.4	-22.4	-1.0	x	-20.4	-12.8	2.3	x
CCOC(=O)C1CCCN(C(=O)Nc2cccc(Cl)c2)C1 (centres undefined)	-1.5	x	-16.9	16.7	6.2	-21.7	14.6	-1.8	-0.8	x
NNC(=S)Nc1c(F)cc(F)cc1Br	-2.4	0.3	-11.8	1.6	-4.1	-1.5	x	-4.5	3.5	-1.4
N#Cc1ncc(-c2ccc3c(c2)OCCOCCOCCOCCO3)nc1C#N	4.5	-1.5	-9.6	9.0	1.5	-22.3	-43.3	-5.3	-4.5	-2.5
CC(C)Oc1ccc(C(=O)NC2CCCCC2)cc1	2.8	x	-11.5	11.7	-4.3	9.5	68.8	1.7	-4.1	-0.8
C=Cc1ccc(COC(=O)c2cn(CC)c3nc(C)ccc3c2=O)cc1	0.2	1.3	-9.2	-14.8	-4.0	-8.0	-12.4	-8.6	4.0	-2.1
CCOCCCNC(=O)CN1CCN(S(=O)(=O)c2ccc3c(c2)CCC3)CC1	0.7	-2.7	-8.8	-35.5	-0.1	4.4	0.5	-11.2	14.6	5.7
Cc1cc(S(=O)(=O)NCCCN2CCOCC2)ccc1F	-1.8	x	-12.5	12.8	-0.2	-36.7	10.0	-0.2	-5.3	0.3
CN(Cc1ccccc1)C(=O)Nc1ccccc1	0.0	x	3.7	4.2	8.7	-5.0	-2.1	-1.0	2.0	-3.7
Fc1ccc(OCc2nn3cnnc3s2)cc1	-1.1	x	6.6	-6.0	-2.8	-27.9	-7.5	8.1	0.6	1.3
C=CCn1c(C(C)NC(=O)COC)nc2ccccc21 (centres undefined)	0.2	0.9	-14.3	-21.2	4.5	-18.4	-2.1	1.5	7.0	x
CC1=C(CC(=O)O)c2cc(F)ccc2C1=Cc1ccc(S(C)(=O)=O)cc1	-2.0	0.3	-5.5	-1.3	-1.4	-12.7	-2.4	2.7	-2.9	x
CN(C(=O)COC(=O)CNC(=O)c1cccs1)c1c(N)n(Cc2ccccc2)c(=O)[nH]c1=O	2.2	-1.8	-10.5	-1.6	-1.9	-7.6	-0.1	0.3	3.7	-1.5
CCn1cc(C(=O)NCc2ccccc2OC)c(=O)c2cc(S(=O)(=O)N(C)C)ccc21	-0.2	-1.2	-4.5	-9.7	2.7	12.9	-3.2	-9.1	3.5	x
COc1ccc2c(c1)c(=O)oc1c(C)c(OC(C)C(=O)N[C@@H](Cc3c[nH]c4ccc(O)cc34)C(=O)O)ccc12 (some centres undefined)	1.0	-3.2	-2.0	-7.4	-1.6	12.8	-6.0	-11.6	1.5	x
COc1cccc(-c2nn(-c3ccc(C)cc3)cc2C(=O)NCC(c2cccs2)N2CCOCC2)c1 (centres undefined)	-2.9	-4.3	-3.5	-9.7	-1.0	57.8	-8.5	-4.7	1.6	0.0
O=C(O)CN1C(=O)Nc2ccc(Br)cc2C1c1ccccc1 (centres undefined)	-2.3	-1.7	-6.9	-5.5	-0.5	-13.4	-2.0	5.6	2.3	-2.0
COc1ccc(Nc2c(C)cccc2C)cc1	-0.2	-0.4	-4.8	-22.0	-1.4	8.0	x	5.1	0.0	0.8
CC(/C=C/c1ccccc1)=N\NC(N)=S	0.8	27.5	-0.7	-39.2	3.6	76.7*	x	-2.5	2.3	x
COC(=O)COC(=O)c1ccc(O)cc1	1.4	x	-23.4	-3.4	-1.9	9.0	x	-1.9	1.1	2.0
O=C(COc1ccccc1Br)N1CCNC1=O	-10.2	0.5	-10.2	-4.3	-1.0	-10.3	-6.0	3.4	1.7	-1.7
O=C(Nc1ccc(NC(=O)c2ccccc2Br)cc1)c1ccccc1	1.7	3.5	-4.3	-0.5	4.4	32.5	27.3	7.1	0.2	16.3
Cc1cc(C)nc(N2N=C(c3ccccc3)CC2=O)n1	-3.6	2.2	-23.4	8.9	-2.9	-6.8	21.8	-3.7	-3.2	-0.8
CN1C(=O)c2ccc(C(=O)NCc3ccc4c(c3)OCO4)cc2C1=O	1.6	x	6.0	5.4	-0.8	-24.0	11.7	7.4	-0.8	-0.6
COc1ccc(C(=O)Nc2ccc3[nH]c(-c4cccc(OC)c4)cc(=O)c3c2)cc1	-0.6	-16.1	12.8	-6.5	-3.9	38.1	-9.0	-2.8	3.4	x
COC(=O)c1cc(NC(=O)CN2C(=O)C(=O)N(C3CCCC3)C2=O)cc(C(=O)OC)c1	-0.4	0.1	-14.9	25.4	1.8	-19.5	-7.7	-5.4	5.6	x
Cc1ccsc1C(=O)NCC(=O)OCc1ccccc1	-1.3	0.4	5.3	14.8	x	-5.7	8.0	0.4	1.2	27.7
Cc1ccc2c(n1)sc1c(-c3ccccc3)c(C#N)c(N)nc12	-0.8	-1.2	-12.7	-11.0	-0.4	x	-12.9	-17.2	0.7	-1.9
CC1(C(=O)NCc2ccccn2)C=CCN1C(=O)c1ccccc1 (centres undefined)	0.5	-1.3	1.4	21.6	1.1	-33.0	2.6	0.9	2.8	x
CN(CCC#N)C(=O)COC(=O)c1cccnc1Nc1ccccc1F	2.5	x	-6.7	-6.8	-1.9	13.7	4.7	-3.5	-2.9	-2.9
CCc1cc(C(c2ccc(OC)c(OC)c2)N2CCOCC2)c(NC(=O)c2ccccc2)s1 (centres undefined)	-1.9	x	7.3	7.1	-1.6	1.1	-0.9	-1.7	1.8	-0.2
O=C1c2ccccc2C(=O)C1c1ccc(Cl)cc1	-0.5	-2.3	-5.4	5.1	3.2	-17.1	10.7	-13.1	-1.4	-1.4
Nc1nnc(-c2ccccc2Cl)s1	1.2	-0.5	-12.0	9.3	2.8	-25.9	4.5	-5.1	6.1	0.3
O=C(NCCCN1CCOCC1)C(=O)NCc1ccccc1	-0.2	0.8	2.5	-6.3	6.8	1.0	3.8	5.4	2.5	-2.4
Cc1cc(C)nc(N2CCC(C(=O)NCc3ccco3)CC2)n1	-1.4	x	-8.0	-13.1	1.9	-18.4	x	0.2	-5.9	-0.5
O=C(CSCc1ccccc1)Nc1ccc(S(=O)(=O)Nc2ncccn2)cc1	-0.3	-3.6	6.8	-8.9	-3.9	-25.7	5.4	-7.4	-1.7	-1.8
c1ccc(CN2CCOCCOCCOCC2)cc1	0.5	2.4	-9.9	11.5	7.3	-18.1	7.9	1.2	-4.4	-1.2
CCn1c(=O)cc(SCC(=O)Nc2ccc(C)cn2)c2ccccc21	-0.8	-11.9	-8.2	11.4	-3.6	-17.6	-0.1	-4.9	-2.1	0.6
Cc1ccc(S(=O)(=O)N2CCN(c3ccccc3)CC2)cc1	-0.2	-1.5	4.1	-14.3	2.6	-17.3	-2.8	7.8	-2.1	0.5
CC(C)c1nn2c(=O)cc(O)nc2s1	-0.9	-1.8	4.0	-1.5	-1.1	2.1	-4.3	1.3	-2.0	-1.2
CCNC(=O)c1cccc(NC(=O)C2CC(=O)N(CCc3ccccc3)C2)c1 (centres undefined)	-1.0	-0.3	-5.3	5.3	-0.4	11.9	3.6	-6.3	-2.1	5.8
Cc1ccc(NC(=O)NNC(=O)Cn2nc(-c3ccccc3)c(-c3ccccc3)c(C#N)c2=O)cc1	-1.5	x	0.9	6.7	0.5	-0.9	-27.1	-13.7	-1.1	4.5
CCN(c1ccccc1)S(=O)(=O)c1cccc(C(=O)NCC(c2cccs2)N2CCOCC2)c1 (centres undefined)	-2.0	-1.2	6.9	-49.3	-3.1	8.5	-2.6	-4.3	6.6	0.8
CC(=O)Nc1ccc(N(C(=O)Cn2nnc3ccccc32)C(C(=O)NC2CCCC2)c2ccc(O)c(O)c2)cc1 (centres undefined)	1.0	1.9	-2.2	1.1	-1.0	-1.5	3.2	-1.3	-0.4	12.0
O=C1NC(=S)SC1=Cc1ccccc1Cl	0.4	-1.3	11.5	1.9	-2.1	-3.8	-3.1	2.8	-0.5	12.4
Cc1cccc(-c2nnc(SCC(=O)NC3CC3)n2C)c1	-0.9	5.5	-7.3	10.9	-0.5	-15.8	-10.2	-0.4	-4.5	-2.9
CCN(CC)Cc1c(NC(=O)c2ccccc2)sc(C)c1C	0.6	5.3	-1.8	19.3	8.9	6.3	9.5	-4.8	3.5	8.4
CCOC(=O)N1CCN(S(=O)(=O)c2ccc3c(c2)oc(=O)n3C)CC1	-1.6	x	-4.6	5.5	-1.4	-13.5	x	-4.5	-1.1	-2.0
CCOc1ccc2nc(NC(=O)NC3CCCCC3)sc2c1	0.8	3.9	7.6	-49.1	1.7	46.6	74.2	-1.8	-2.8	22.4
